Assay outcomes (PubChem BioAssay)
OPRM1-OPRD1 ag = agonists of OPRM1-OPRD1 heterodimerization, primary screen, cell-based, luminescence; cells; actives 0.3% (n = 340,000); activation, % at 9.3 µM; AID 504326, 2011; in the data active means activation above about 18%;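 further: 0% = vehicle-treated cells and 100% = reference agonist; values of inactives mirror those of a sister screen read the other way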
PKA-R2B activ = activators of PKA-R2B holoenzyme, primary screen, biochemical, fluorescence polarization, Cy5-IP20, human; PKA-R2B holoenzyme dissociation; R2B truncated from residue 108, S112A mutant; 0% DMSO only, 100% 113 µM cGMP; cAMP-dependent protein kinase catalytic subunit beta (Homo sapiens) + cAMP-dependent …; actives 0.079% (n = 340,000); AID 504700, 2011; activation, % at 11.4 µM;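 active means activation above a cutoff set at the mean over all compounds plus 3 SD, cut at about 18% in these data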;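 further: higher means more holoenzyme dissociation and a rise in polarization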
Target sequence (P31323 whole entry, looked up, other chains not shown, the tested form may be a part): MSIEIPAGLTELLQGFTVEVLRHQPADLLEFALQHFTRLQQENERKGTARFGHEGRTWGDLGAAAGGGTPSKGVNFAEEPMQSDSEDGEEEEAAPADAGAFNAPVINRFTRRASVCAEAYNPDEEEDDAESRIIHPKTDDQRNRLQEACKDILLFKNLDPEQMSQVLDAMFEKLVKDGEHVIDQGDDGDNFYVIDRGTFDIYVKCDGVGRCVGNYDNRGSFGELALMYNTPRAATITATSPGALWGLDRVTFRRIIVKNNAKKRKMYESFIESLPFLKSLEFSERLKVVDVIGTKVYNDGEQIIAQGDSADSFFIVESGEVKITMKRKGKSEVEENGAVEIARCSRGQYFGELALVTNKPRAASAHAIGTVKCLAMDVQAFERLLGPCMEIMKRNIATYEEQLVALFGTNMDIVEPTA
MOR-DOR inv ag = inverse agonists of MOR-DOR heterodimerization, primary screen, cell-based, luminescence | inhibition, % at 9.3 µM | AID 504357, 2011 | Mu-type opioid receptor (Homo sapiens) + Delta-type opioid receptor (Homo sapiens), … | cell-based MOR-DOR heterodimer luminescence, inverse agonism | actives 0.21% (n = 340,000); in the data active means inhibition above about 22%, passing the limit was not always enough;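 further: 0% = cells with DMSO and 100% = wells without cells with DMSO; values of inactives mirror those of a sister screen read the other way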
PKA-R1A act = activators of PKA-R1A holoenzyme, primary screen, biochemical, fluorescence polarization, Cy5-IP20, bovine R1A, mouse PKAc | cAMP-dependent protein kinase type I-alpha regulatory subunit (Bos taurus) + … | PKA-R1A dissociation; scaled: DMSO 0%, 113 µM cGMP 100% | activation, % at 11.4 µM | actives 0.083% (n = 340,000) | AID 504707, 2011;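 active means percent activation above the mean of all tested compounds plus 3 SD, cut at about 19% in these data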;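 further: higher means more PKAc released from R1A so a rise in polarization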
SUMO Mot1 rescue = yeast Mot1-301 growth rescue at high temperature, primary screen, SUMOylation pathway inhibitor project, S. cerevisiae, ATP luminescence, 38.5C; S. cerevisiae Mot1-301 growth rescue; percent above DMSO median, 100 means doubled; growth rescue, % at 18.8 µM; actives 1% (n = 320,000);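 active means every valid replicate shows activation above 250% relative to neutral control wells; inactive means the rest, any valid replicate at or below 250%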;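 further: OY570 slx delta 5 strain wells were the positive control but not used for scaling; some compounds called inactive have numbers as strong as hits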
AddAB inh = growth inhibition of E. coli expressing H. pylori AddAB, primary screen, AddAB inhibitor project, absorbance; AID 435030, 2010; actives 0.29% (n = 330,000); inhibition, % at 11.9 µM; in the data active means inhibition above about 12%;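 further: 0% = vehicle wells of infected cells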
PfHsp90 yeast 2 = growth inhibition of PfHsp90-expressing yeast, primary screen, antimalarial PfHsp90 inhibitor project, S. cerevisiae, BacTiter-Glo luminescence, single point, set 2; BacTiter-Glo ATP, 48 h; yeast lacking PDR1 and PDR3 efflux regulators; inhibition, % at 9.4 µM; actives 0.32% (n = 310,000); AID 504621, 2011;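 active means every replicate shows inhibition above about 80%, whatever the replicate mean, limit read from the data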;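 further: 0% = DMSO neutral controls and 100% = 20 µM radicicol positive controls; yeast relying on Plasmodium falciparum Hsp90 in place of its own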
Tat export inh = E. coli Tat export inhibitors, primary screen, MC4100, TorA-mCherry reporter, fluorescence, single point; inhibition, % at 10 µM; actives 0.036% (n = 340,000);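 active means mean replicate inhibition at least 50% and at least half of replicates individually reaching 50%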;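 further: exported cargo escapes ClpAP degradation while cytoplasmic cargo is degraded and loses fluorescence; 0% = median of neutral control wells and 100% = median of NaSCN control wells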
phage Ecoli inh = growth loss of phage-infected E. coli, primary screen, RecBCD inhibitor project, absorbance, with phage, HTS. inhibition, % at 11.9 µM. actives 0.26% (n = 360,000). AID 651602, 2012; in the data active means inhibition above about 11%
Ecoli viability = E. coli V3065 growth inhibition, primary screen, counter-screen for AddAB inhibitor project, absorbance, OD600; actives 0.27% (n = 330,000); inhibition, % at 11.9 µM; AID 449728, 2010; 18 h;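 active means inhibition above the campaign's mean inhibition across all tested compounds plus 3 SD, cut at about 9.9% in these data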;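 further: uninfected addAB+ strain grown without phage in ampicillin broth; 0% = DMSO wells and 100% = ciprofloxacin 0.95 µg/ml wells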
HTR5A inv ag = HTR5A inverse agonists in luminescence cell assay, primary screen, counter-screen for OPRM1-OPRD1 heterodimer inverse agonist project, full-deck HTS; AID 504634, 2011; 5-hydroxytryptamine receptor 5A (Homo sapiens), P47898; actives 0.083% (n = 340,000); HTR5A cell line, inverse agonism; inhibition, % at 9.3 µM; in the data active means inhibition mostly above about 23%, no sharp cut-off; inactive means mostly below about 18%;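 further: 0% = cells with DMSO and 100% = no-cell wells with DMSO; some compounds called inactive have numbers as strong as hits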
Target sequence (P47898 whole entry, looked up): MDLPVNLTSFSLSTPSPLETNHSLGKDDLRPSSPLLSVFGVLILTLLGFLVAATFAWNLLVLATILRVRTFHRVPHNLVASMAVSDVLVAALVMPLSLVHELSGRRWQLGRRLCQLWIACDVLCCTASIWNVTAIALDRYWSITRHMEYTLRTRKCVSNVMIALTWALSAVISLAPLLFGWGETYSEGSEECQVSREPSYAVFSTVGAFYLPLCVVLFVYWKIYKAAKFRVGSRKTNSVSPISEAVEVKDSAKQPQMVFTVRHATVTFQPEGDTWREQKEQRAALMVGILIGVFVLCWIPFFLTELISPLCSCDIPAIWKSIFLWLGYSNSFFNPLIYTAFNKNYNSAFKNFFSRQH
Starred values were filed as active, the others as inactive; nt = not tested or not shown.

SMILES	OPRM1-OPRD1 ag	PKA-R2B activ	MOR-DOR inv ag	PKA-R1A act	SUMO Mot1 rescue	AddAB inh	PfHsp90 yeast 2	Tat export inh	phage Ecoli inh	Ecoli viability	HTR5A inv ag
O=C(Nc1ccccc1)c1cc(S(=O)(=O)N2CCSCC2)ccc1Cl	-1.4	0	7	-8	-16	5.3	3	-7	2.9	0.7	-8
COc1ccc(C(=O)C2CCN(C(=O)Nc3ccccc3C)CC2)cc1	3.1	-3	-25	3	103	2.5	-8	-2	1.3	-0.6	-2
C#CCOCCOCCOCCNc1nc(N2CCOCC2)nc(N2CCN(C(=O)CCCCCCCCCCNC(=O)Cn3cc(CCCCCN)nn3)CC2)n1	-1.1	-4	6	1	-14	-0.7	-1	0	1.3	-2.2	4
O=C1/C(=C/c2ccco2)N=C(N2CCCCC2)N1c1ccccc1	-2.0	-5	13	0	162	0.1	15	3	1.8	-0.3	12
C=CCn1c(C)cc(C2=NNC(=NC(C)(C)C)SC2)c1C	2.5	-3	-12	0	-19	0.9	-5	-2	2.3	1.7	1
O=C(COC(=O)c1cc(Br)c(Br)s1)NCCC1=CCCCC1	-1.2	-11	6	-8	-12	3.4	7	13	2.8	-0.3	-17
O=S(=O)(NCc1ccccc1)c1ccc2ccccc2c1	0.7	-5	-3	-2	31	0.4	-27	-5	0.4	1.3	8
O=C(CC1C(=O)NCCN1Cc1ccccc1C(F)(F)F)NCCN1CCCCC1=O (stereo unspecified)	-4.7	-4	23	-3	nt	2.1	-10	3	1.3	-3.4	15
N#CCCN(C(=O)COC(=O)c1cc(=O)[nH]c2ccccc12)c1ccccc1	-0.8	-18	4	-13	-8	0.8	-12	-8	-0.9	-0.5	-20
CCOC(=O)Cc1csc(NC(=O)CSc2nc(=O)[nH]c3c2CCC3)n1	-1.5	2	8	-8	-11	-1.3	nt	-1	3.3	0.9	2
CCCn1c2ccccc2c2nnc(SCC(=O)Nc3cc(C)on3)nc21	-1.9	2	8	7	-8	2.5	14	-4	0.0	-1.3	24
CC(OC(=O)c1cc2sccc2n1C)C(=O)NCc1ccc2c(c1)OCO2 (stereo unspecified)	2.8	-8	-16	4	12	3.0	-34	2	1.7	1.1	6
COc1cccc(N2CCN(S(=O)(=O)c3ccc(-c4cnc(C5CC5)o4)cc3)CC2)c1	1.3	4	-7	-4	23	0.5	0	-1	2.1	0.6	11
Cc1ccc(S(=O)(=O)N2C[C@@H]3[C@H]4CC[C@H](C4)[C@@H]3[C@@H](C)[C@H]2C#N)cc1	-0.7	-3	4	-5	nt	1.2	10	6	4.0	2.3	-4
S=c1[nH]nc(COc2ccccc2)n1/N=C/c1c(Cl)cccc1Cl	-0.1	-3	1	-3	3	1.8	-40	9	-0.4	-2.1	-3
O=C(Nc1cccnc1)c1cccs1	-2.4	-8	13	-2	2	2.3	9	0	nt	0.0	12
CCn1cc(S(=O)(=O)N2CCc3ccccc3C2)cn1	0.9	-6	-4	-14	10	1.3	18	-2	3.3	1.9	-1
CC(=O)NS(=O)(=O)c1ccc(NC(=O)c2cccc(S(=O)(=O)N3CCc4ccccc43)c2)cc1	-3.4	0	18	-6	23	-1.9	7	2	3.2	1.1	8
Cc1ccc(CNC(=O)CCCC(=O)O)cc1	0.2	-1	-1	4	-33	-0.7	nt	-14	2.0	-0.8	-10
O=C(NNC(=O)c1cccc2ccccc12)c1ccc(-c2ccccc2)cc1	6.1	1	-33	-8	-7	-0.2	10	-2	3.1	-1.3	-52

A few values from the entries so far.
In AddAB inh, Cc1ccc(S(=O)(=O)N2C[C@@H]3[C@H]4CC[C@H](C4)[C@@H]3[C@@H](C)[C@H]2C#N)cc1 reads 1.2
In OPRM1-OPRD1 ag, Cc1ccc(CNC(=O)CCCC(=O)O)cc1 reads 0.2

Next entries.
SMILES	OPRM1-OPRD1 ag	PKA-R2B activ	MOR-DOR inv ag	PKA-R1A act	SUMO Mot1 rescue	AddAB inh	PfHsp90 yeast 2	Tat export inh	phage Ecoli inh	Ecoli viability	HTR5A inv ag
Cc1ccc2c(c1)S/C(=C\c1cccc[n+]1C)N2CCO	-0.3	6	1	7	-7	-2.7	-20	7	2.6	-3.1	-9
Cc1ccc(OCC(=O)Nc2ccc3oc(=O)ccc3c2)cc1	1.6	-1	-13	5	121	4.6	-7	-7	0.9	1.5	2
COC(=O)c1c(NC(=O)CN2CCN(c3ccccc3)CC2)c2c(C)cccc2n1C	0.2	-2	-1	-1	191	1.1	-1	-1	0.1	2.2	3
CNc1nnc(Sc2ncccc2[N+](=O)[O-])s1	3.1	-8	-16	-1	-14	1.5	2	-6	3.7	1.5	-11
CN(C)Cc1ccccc1Sc1ccc(Br)cc1	2.0	-5	-11	2	10	3.2	4	8	5.1	-1.9	-12
COc1cccc(C(=O)C2CN(c3ccccc3)CC2c2ccc(Cl)cc2)c1 (stereo unspecified)	-0.1	1	1	1	116	0.2	-4	-2	1.6	-0.6	11
CCOC(=O)C1=C(COc2ccccc2)NC(=O)NC1c1ccc(Br)cc1 (stereo unspecified)	-1.2	-20	7	-8	-15	-0.4	-1	-23	3.0	-2.1	-4
CCc1ccc(-c2cc(C)no2)cc1S(=O)(=O)N1CCN(c2ccc(F)cc2)CC1	-2.2	-10	12	-5	171	2.1	12	7	-1.3	0.7	16
N#C/C(=C1\CCCN1)c1ccc2ccccc2n1	-2.1	-5	12	2	15	2.5	16	-2	0.9	2.0	1
Cc1cc(=O)oc(C)c1C(=O)Nc1cccnc1Cl	-1.6	1	8	6	0	0.9	3	4	5.3	3.4	-15
Cc1ccccc1NC(=O)CSc1nnc(-c2ccccc2)n1-c1ccccc1	2.0	9	-11	11	-7	0.3	-16	1	3.4	0.5	-7
CCOC(=O)Nc1oc2ccccc2c(=O)c1C	-0.2	-2	1	1	34	4.5	nt	5	2.5	2.4	3
Cc1ccc(S(=O)(=O)N2CCCC(C(=O)NCc3ccc4c(c3)OCO4)C2)cc1 (stereo unspecified)	-1.6	0	8	-3	11	0.6	-6	2	0.2	-2.1	19
O=C(O)C1CC2CCC1CC2 (stereo unspecified)	-0.7	-1	3	4	nt	nt	7	-7	4.1	nt	11
CC(=O)Nc1cccc(NC(=O)CSc2ncc(-c3ccccc3)[nH]2)c1	-1.1	-7	5	-11	nt	-0.9	12	-2	3.5	0.6	19
COc1cc(C2Sc3ccccc3NC3=C2C(=O)OC3)cc(OC)c1OC (stereo unspecified)	-1.3	-7	8	-8	0	0.7	12	-3	-0.8	-0.4	-21
COc1cc(/C=N/n2cnnc2)ccc1OC(=O)c1ccncc1	-1.6	-5	9	-1	12	2.2	nt	-2	4.3	-0.1	-25
CC(C)c1ccc(-c2nc(N3CCCCC3)[nH]c(=O)c2C#N)cc1	-3.0	1	17	-1	1	-1.7	nt	3	0.8	0.6	-6
O=C(NCc1ccco1)c1ccccc1-c1ccccc1	-0.4	3	2	6	nt	7.3	-10	14	1.9	0.1	-7
COc1cc(C(=O)OCc2cc(=O)c(O)co2)ccc1OC(F)F	-0.5	15	4	-3	18	3.5	-1	-3	4.7	4.0	8
CC(=O)c1ccc(S(=O)(=O)N2Cc3ccccc3CC2C(=O)O)cc1 (stereo unspecified)	-0.4	6	2	-7	-4	0.6	-13	-5	-0.1	-1.0	-29
O=C(CCl)Nc1c[nH]c(=O)[nH]c1=O	-3.5	-11	16	-5	nt	nt	-114	-2	4.4	nt	13
Cc1cnc(NC(=O)c2ccco2)s1	-1.0	-11	5	3	132	0.2	18	14	2.6	0.0	-20
CN(C)S(=O)(=O)N1CCN(C(=O)c2ccc3c(c2)OCO3)CC1	0.6	-2	-5	10	-4	1.7	-1	0	2.3	-2.8	-4
Cc1ccc(OCC(=O)N2CCC(N3CCCCCC3)CC2)cc1	-0.6	-7	4	-2	19	3.0	-3	-2	-0.3	-3.6	-10
C=CCC1=C/C(=C\c2c(N)n3nc(CC(=O)N4CCCC4)sc3nc2=O)C=C(OC)C1=O	-1.9	-4	10	-5	12	1.9	-1	-12	1.0	-1.1	5
CCN(CCn1cccn1)C(=O)CC1C(=O)NCCN1CC1CCCCC1 (stereo unspecified)	-2.6	-1	13	-12	-2	-1.6	22	26	4.9	-1.7	-8
CCN(C[C@H]1N[C@@](Cc2ccccc2)(C(=O)OC)[C@H]2C(=O)N(Cc3ccccc3)C(=O)[C@@H]12)C(=O)c1ccc(C)cc1	-2.2	4	10	-1	29	-0.7	6	3	0.9	-0.2	-11
CN(Cc1ccc2c(c1)OCCO2)C(=O)CN1C(=O)NC2(CCCCC2)C1=O	-0.6	4	3	-7	-13	0.8	-9	-4	3.1	2.3	-17
COc1ccc(C(C)=O)cc1CSCc1cc(C(C)=O)ccc1OC	-3.7	3	17	-8	182	1.9	-2	-3	0.8	2.7	5
CCN1C(=O)c2ccccc2S(=O)(=O)c2ccc(C(=O)NCCCN(CC(C)C)CC(C)C)cc21	-1.9	-5	9	-5	-2	-2.9	17	-3	2.1	-2.4	15
CN(C)C(=O)CSc1nnc(C23CC4CC(CC(C4)C2)C3)o1	0.6	-7	-4	-2	-22	0.6	nt	-1	2.5	-0.4	-32
Cc1cc(NC(=O)CSc2cn(CCNC(=O)c3ccccc3)c3ccccc23)no1	-0.9	-5	5	-10	87	0.8	-9	4	nt	-3.9	-36
O=C(N/N=C/c1cc([N+](=O)[O-])cc(Br)c1O)C12CC3CCC(CC(C3)C1)C2	-2.4	4	12	-8	5	0.5	-18	0	2.9	0.9	-34
O=C(N1CCOCC1)C12CC3CC(C1)CC(n1cnc(Cl)n1)(C3)C2	-1.0	1	6	-5	-32	1.0	14	-3	0.2	-0.8	12
COc1ccccc1CNC(c1ccccc1)c1ccccc1	7.7	6	-39	6	-12	-0.7	-12	-2	-0.4	-1.2	-11
COc1ccc(Br)cc1-c1nc2c(c(=O)[nH]c(=O)n2Cc2ccccc2)n1C	0.5	-3	-4	-2	-5	2.7	-11	-2	3.8	2.6	-12
O=c1[nH]cnc(O)c1N=Nc1ccccc1	-2.7	-16	14	5	-5	0.4	7	0	0.8	1.4	-3
Cc1ccc(-c2nc(NCc3ccc(F)cc3)n(S(C)(=O)=O)n2)cc1	4.7	-6	-24	3	15	-0.8	5	3	2.3	-0.4	-6
